HEK293 tox: cytotoxicity counter-screen for GLP-1 receptor inverse agonists | HEK293 cAMP-luciferase reporter cells, luminescence, 24 h | Potency, µM (titrated, usually from 38.3 µM), inactives show top-dose activity change, negative = inhibition, hits mostly inhibitors | 0.13% of 410,000 active;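 note: loss of luciferase light is scored as toxicity; % is set by controls: 0 for no effect and ±100 for the full control effect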
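Step one: seed cells (200 cells/uL, DMEM with 10% Nu serum, 1% pen-strep). Step two: 12-hour incubation at 37 deg C. Step three: pin 23 nL compound, incubate 24 hr. Step four: add luciferase reagent, read luminescence 12 min later.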
GLP-1R agonist: activates the human GLP-1 receptor; 0.007% of 380,000 active; Potency, µM (series often up to 45.6 µM), for inactives: top-dose activation, actives largely listed as activators; P43220; HEK293 GLP-1R CRE-luciferase, luminescence, 4-6 h; cells express a hypersensitive GLP-1R form; note: % of control where 0% means no effect
Target sequence (P43220 whole entry, looked up): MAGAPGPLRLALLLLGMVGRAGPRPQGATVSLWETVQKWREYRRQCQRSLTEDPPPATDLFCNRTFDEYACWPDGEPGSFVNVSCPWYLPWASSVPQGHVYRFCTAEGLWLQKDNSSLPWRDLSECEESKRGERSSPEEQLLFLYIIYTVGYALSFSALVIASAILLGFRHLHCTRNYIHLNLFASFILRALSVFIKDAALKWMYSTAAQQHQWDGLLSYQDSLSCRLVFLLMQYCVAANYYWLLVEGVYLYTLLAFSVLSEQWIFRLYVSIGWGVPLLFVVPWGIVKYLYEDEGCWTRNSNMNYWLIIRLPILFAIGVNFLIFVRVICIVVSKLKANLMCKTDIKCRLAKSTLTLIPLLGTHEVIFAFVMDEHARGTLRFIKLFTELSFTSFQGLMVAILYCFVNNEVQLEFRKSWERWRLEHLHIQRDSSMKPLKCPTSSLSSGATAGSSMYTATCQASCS
GLP1R inv ag: inverse agonists of human GLP-1 receptor; 1.6% of 410,000 active; AID 624417; Potency, µM (doses to about 38.3 µM), inactives show at the top dose activity change, negative = inhibition, usual class: inhibitors; HEK293 GLP-1R CRE-luciferase, luminescence, 24 h; GLP-1R form is constitutively active; P43220; note: % is set by controls: 0 for no effect and ±100 for the full control effect; nearly all actives have a fitted effect of over 55% in size
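Constitutively active GLP-1R drives a cAMP-responsive luciferase in stably transfected HEK293 cells; test compounds are added after overnight (12 h) attachment and left 24 hr, and signal loss in luminescence marks inhibition.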
HT1080 IDH1KD tx: HT-1080 IDH1 knockdown cell toxicity (counter line). 2% of 360,000 active. HT-1080 IDH1 knockdown viability, ATP luminescence, 48 h. Potency, µM (top dose mostly 46.1 µM), without a hit: top-dose activity, negative = toxicity, most hits filed as cytotoxic;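 note: 0% = DMSO wells and -100% = cell-free medium wells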
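In this qHTS, HT-1080 cells depleted of IDH1 are exposed for 48 h at 37 °C to compound titrations. Toxicity is scored from CellTiter-Glo luminescence, with DMSO as full viability and medium alone as none.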
SW480 rereplic: inducers of DNA re-replication in SW480 colon cancer cells | SW480 DNA re-replication, Hoechst DNA content imaging, 48 h | Potency, µM (doses to about 46.1 µM), for inactives: at the top dose re-replication activation, actives largely listed as activators | 1.8% of 340,000 active | AID 624297; note: % of control where 0% means no effect; nearly all actives have a fitted effect of over 55% in size
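SW480 cells exposed to compounds for 48 hr at 37 C, 5% CO2, then Hoechst-stained 40 min. Nuclear DNA content imaged by fluorescence scanning (405 nm excitation, 500-530 nm emission); re-replication scored as increased high-intensity nuclei.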
KB-V1 MDR tox: kills drug-selected multidrug resistant KB-V1 cells. KB-V1 MDR cells viability, CellTiter-Glo, 72 h. AID 1347076. Potency, µM (series often up to 46.1 µM), for inactives: top-dose activity change, negative = cytotoxicity, usual class: cytotoxic. 3.4% of 400,000 active; note: % is set by controls: 0 for no effect and ±100 for the full control effect; nearly all actives have a fitted effect of over 60% in size
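Cytotoxicity toward P-gp-expressing KB-V1 cells was determined as loss of CellTiter-Glo luminescence after 72 h at 37 degrees C. Compounds were tested in quantitative HTS format across a concentration range, with curves fitted to normalized data.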
TDP-43 yeast inh: TDP-43 toxicity inhibition in yeast; TDP-43 expressing yeast growth rescue, BacTiter-Glo, 24 h; Potency, µM (titrated, usually from 46.1 µM), for the others: top-dose growth rescue (activation), most hits filed as activators; 1.8% of 410,000 active; AID 652104; note: % of control where 0% means no effect; nearly all actives have a fitted effect of over 50% in size
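Yeast cells expressing TDP-43 under galactose induction are exposed to compounds for 24 hr at 30 deg C. BacTiter-Glo luminescence measures growth, so protective compounds score as activators.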
KB-3-1 cytotox: kills parental KB-3-1 adenocarcinoma cells. KB-3-1 viability, CellTiter-Glo ATP luminescence, 72 h. Potency, µM (highest dose often 46.1 µM), without a hit: at the top dose activity change, negative = cytotoxic, usual class: cytotoxic. 1.4% of 400,000 active. AID 1347075; note: % is set by controls: 0 for no effect and ±100 for the full control effect; nearly all actives have a fitted effect of over 60% in size
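Cytotoxicity measured as CellTiter-Glo luminescence after 72 h at 37 C. Compound titrations were pinned onto drug-naive KB-3-1 parental adenocarcinoma cells grown in DMEM with 10% FBS, and normalized data fitted to concentration-response curves.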
HT1080-NT tox: kills 2HG-producing HT-1080-NT fibrosarcoma cells. HT-1080-NT fibrosarcoma viability, CellTiter-Glo ATP luminescence, 48 h. AID 686970. 1.6% of 360,000 active. Potency, µM (top dose mostly 46.1 µM), without a hit: top-dose activity, negative = less viability, hits mostly cytotoxic;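 note: NT is the 2HG producing partner of a matched IDH1 knockdown line; 0% = DMSO-treated cells and -100% = media-only wells without cells; nearly all actives have a fitted effect of over 55% in size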
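Compounds were tested in concentration-response format on HT-1080-NT cells for 48 hours at 37 degrees C. Cell viability came from CellTiter-Glo luminescence; curves were classified by r2, response magnitude and activity.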
Active calls of the source: *; ? = inconclusive; . = no result given; [ ] = dose if it differs, or a comment. Calls come from the whole dose curve; as a rule, active = well fitted curve in the direction sought with a large enough effect; inconclusive = small, poorly fitted or top-dose-only effect, or another doubt; inactive = no such curve, though single readings can be large; an effect the other way counts as inactive or inconclusive. Potency is the fitted concentration of half-maximal effect.

SMILES	HEK293 tox	GLP-1R agonist	GLP1R inv ag	HT1080 IDH1KD tx	SW480 rereplic	KB-V1 MDR tox	TDP-43 yeast inh	KB-3-1 cytotox	HT1080-NT tox
COc1cc2oc3ccccc3c2cc1N(CC(=O)N1CCCCC1)S(=O)(=O)c1ccc(C)cc1	4%	18%	?	-14%	?	-28%	-10%	0%	-19%
CCOc1ccc(N(CC)C(=O)c2cc3c(s2)-c2ccc(Cl)cc2SC3)cc1	3%	.	4%	.	.	-15%	22%	?	.
CC(=NC1CCN(Cc2ccccc2)CC1)c1c(O)[nH]c(=O)[nH]c1=O	-11%	-13%	0%	-1%	-3%	-1%	25%	14%	4%
Cc1ccc2cccc(S(=O)(=O)Nc3c(C)n(C)n(-c4ccccc4)c3=O)c2n1	3%	-4%	4%	2%	-5%	-26%	-13%	-6%	11%
O=C1NC(=O)C(CCc2ccccc2)(c2ccccc2)N1 (stereo not drawn)	12%	1%	-12%	-15%	2%	.	2%	.	13%
CCCCSc1nc(N)c(C#N)c(-c2cccs2)c1C#N	-9%	15%	?	?	4%	?	16%	?	?
O=C(COC(=O)c1cc(=O)[nH]c2ccccc12)NCc1ccccc1Cl	-30%	-6%	6%	7%	0%	-6%	13%	8%	1%
O=C(c1ccccc1)N1CCN(C(=O)c2cc3ccccc3oc2=O)CC1	-3%	2%	-9%	15%	-5%	-16%	-10%	2%	8%
COc1ccc(NC(=O)C2(C)CCN2CCOc2ccc(C)cc2)cc1OC (stereo not drawn)	-3%	-2%	-16%	1%	.	?	-1%	6%	4%
Cc1ccc(C(=O)CSc2nnc(-c3ccco3)n2CC2CCCO2)cc1 (stereo not drawn)	3%	1%	-10%	6%	-8%	-21%	-6%	4%	9%
CCOC(=O)[C@@H]1[C@H]2COc3ccccc3[C@@H]2N2C(=O)N(c3ccccc3)C(=O)[C@]12C	1%	-4%	5%	1%	-8%	-1%	-9%	3%	3%
CCOc1ccccc1CNC(=O)CN1C(=O)CCCc2ccccc21	1%	.	2%	.	.	-8%	3%	15%	.
CC(=O)Nc1ccccc1-c1nc2ccccc2n(CC(=O)Nc2cccc(C)c2C)c1=O	-5%	.	0%	.	.	18%	-7%	-13%	.
COc1ccccc1NC(=O)c1ccc2c(c1)N(CC(=O)NC(C)(C)C)C(=O)C(C)(C)O2	0%	9%	4%	14%	-5%	-2%	-7%	-1%	15%
COc1ccc(N(CC(=O)NCc2ccc(F)cc2)C(=O)Cn2nnc(-c3ccc(C)o3)n2)cc1OC	-5%	25%	-3%	5%	-1%	10%	-8%	0%	-4%
COc1ccccc1NS(=O)(=O)c1cc(N/C(=N/S(=O)(=O)c2ccccc2)c2ccc(F)cc2)ccc1Cl	2%	6%	?	-13%	.	-27%	22%	?	-10%
CCOC(=O)c1cccnc1NC(=O)c1ccncc1	5%	0%	8%	8%	4%	1%	-5%	-18%	16%
CCOc1ccccc1NC(=O)c1ccc2oc(=O)c(S(=O)(=O)c3ccc(F)cc3)cc2c1	1%	.	-9%	.	.	-4%	-13%	4%	.
Cc1cc(OCC(=O)Nc2ccccn2)c2c(C)c(C)c(=O)oc2c1	5%	-1%	19%	7%	-5%	7%	8%	3%	5%
COc1cccc(C(=O)NCCS(=O)(=O)N(C)C2CCCCC2)c1	-18%	1%	-14%	16%	-4%	12µM*	27%	8%	4%
COc1ccc(Cc2nc3ccc(C(=O)N(C)C(C)c4ccon4)cc3o2)cc1 (stereo not drawn)	-10%	-1%	3%	-6%	-4%	?	-9%	-15%	-4%
Cc1cc(C)n2nc(SCC(=O)NC(=O)c3ccc(OC(F)F)cc3)nc2n1	3%	-5%	5%	15%	-3%	-19%	-11%	1%	0%
N#CC1=C(N)N(c2ncn[nH]2)C2=C(C(=O)CCC2)C1c1ccc(F)cc1 (stereo not drawn)	11%	0%	7%	1%	-6%	7%	-16%	0%	-11%
Cc1cc(O)c2c(c1)C(O)(C1OC(CO)C(O)C(O)C1O)c1cccc(O)c1C2=O (stereo not drawn)	1%	7%	7%	9%	?	0%	20%	15%	8%
Cc1cc(NC(=O)CCC(=O)N(Cc2cccs2)C(C(=O)NC2CCCC2)c2ccccc2)no1 (stereo not drawn)	3%	19%	-22%	-16%	-6%	-9%	4%	-2%	-6%
Cc1cc(N2CCN(C(=O)c3ccco3)CC2)n2nc(-c3cccc(F)c3)cc2n1	-24%	9%	0%	6%	?	20%	-6%	-5%	2%
S=C(Nc1ccccc1)N(CCN1CCOCC1)Cc1cccc(Cl)c1	7%	10%	?	0%	-5%	3%	0%	2%	3%
CN(C)S(=O)(=O)c1ccc(Cl)c(NC(=O)CN2CCNC(=O)C2)c1	2%	7%	3%	14%	-9%	2%	15%	-11%	10%
Cc1cc(C(=O)COC(=O)c2ccc(F)cc2)c(C)n1C	-11%	-23%	-7%	5%	-7%	-3%	18%	5%	-1%
COC(=O)c1c(NC(=O)CN2CCN(C(=O)c3ccco3)CC2)c2cc(C)ccc2n1C	?	0%	2%	-8%	-2%	-11%	27%	-3%	-12%
C/C=C/c1ccc(OCC(=O)Nc2cc(S(=O)(=O)N3CCOCC3)ccc2N2CCCC2)c(OC)c1	0%	0%	?	8%	-2%	-14%	24%	-26%	9%
Cc1ccc(CNC(=O)C(=O)Nc2c3c(nn2-c2ccccc2)CSC3)cc1	-19%	.	2%	.	.	-1%	5%	8%	.
CNc1nnc(CSc2nc(C)cc(C)n2)s1	71%[activator]	11%	11%	-2%	-4%	-4%	5%	7%	1%
Cc1ccc2c(SCC(=O)NCc3ccco3)nc(-c3ccc(F)cc3)nc2c1	1%	-14%	0%	-12%	24%	0%	-22%	0%	-25%
O=C(CSC1=NS(=O)(=O)c2cc(F)ccc2N1)Nc1cccc(F)c1	-5%	4%	-19%	6%	-1%	10%	-10%	-2%	-4%
CC(C)(C)CC(=O)Nc1ccccc1N1CCN(c2ccc(F)cc2)CC1	18%	2%	?	-22%	0%	-3%	0%	0%	-26%
O=C(Cc1cccc2ccccc12)OCn1nnc2ccccc2c1=O	1%	8%	-16%	-1%	-10%	-22%	20%	8%	0%
CC(C)[C@H](NC(=O)c1cccc(CN(Cc2ccccc2)C(=O)c2ccccc2)c1)C(=O)O	-6%	1%	9%	-1%	-6%	1%	7%	?	6%
N/C(COc1ccccc1)=N\NS(=O)(=O)c1ccccc1	1%	-6%	-3%	6%	-1%	-20%	15%	0%	1%
CC(C)(C)c1ccc(O)c(N=Cc2cc3c(cc2[N+](=O)[O-])OCO3)c1	-4%	0%	-21%	-1%	?	11%	-18%	1%	-21%
C/C(=N\NC(=O)c1ccncc1)c1cccnc1	0%	-2%	4%	8%	?	3%	-16%	5%	5%
COC(=O)c1c(NC(=O)COC(=O)CNC(=O)C2CCCCC2)sc(C)c1C	-12%	-3%	22%	10%	-6%	16%	14%	24%	10%
CCCN(C)C[C@H]1Oc2ncc(Br)cc2C(=O)N([C@@H](C)CO)C[C@@H]1C	4%	-3%	7%	8%	.	10%	3%	6%	2%
COc1cccc(NC(=O)Cn2cc(C(=O)C3CCCCC3)c3ccccc32)c1	-14%	.	?	.	.	?	6%	-13%	.
COc1cccc(-c2cc(=O)c3cc(NC(C)=O)ccc3[nH]2)c1	-5%	3%	-21%	?	16µM*	4%	-11%	-15%	-8%
COc1ccc2cc(C#N)c(Nc3cccc(F)c3)nc2c1	4%[0.307 µM]	-9%	6%[0.307 µM]	16%	?	6%	11%	-11%	17%
Cn1nnnc1SCCNCc1cc(Cl)ccc1OCc1ccccc1	-13%	8%	?	-1%	14%	5.2µM*	13%	-10%	-6%
COc1cc(C(=O)OCC(=O)NC2CCCCC2)cc(OC)c1OC	-9%	-1%	-6%	-9%	?	-26%	8%	-2%	-2%
CC(C)NC(=O)Nc1cccc2c1O[C@H](CN(C)C(=O)NC1CCCCC1)[C@@H](C)CN([C@H](C)CO)C2=O	3%	-6%	8%	1%	3%	0%	-12%	9%	24%
O=C(Nc1ccc(F)cc1F)c1ccco1	3%	10%	10%	4%	2%	3%	-12%	-1%	11%
CC1=C(C(=O)OCC2CCCCC2)C(c2ccc(F)cc2F)CC(=O)N1 (stereo not drawn)	1%	1%	4%	.	.	4%	18%	-13%	.
Cc1cc(Cl)ccc1NNC(=O)c1cccs1	-23%	0%	?	?	-8%	0%	0%	2%	?
O=C(Cn1cnc2c(NCc3ccccc3)ncnc21)NCC1CCCO1 (stereo not drawn)	12%	-4%	2%	5%	-3%	0%	16%	3%	5%

Molecules shown so far that contain two or more sulfur atoms:
SMILES	HEK293 tox	GLP-1R agonist	GLP1R inv ag	HT1080 IDH1KD tx	SW480 rereplic	KB-V1 MDR tox	TDP-43 yeast inh	KB-3-1 cytotox	HT1080-NT tox
CCOc1ccc(N(CC)C(=O)c2cc3c(s2)-c2ccc(Cl)cc2SC3)cc1	3%	.	4%	.	.	-15%	22%	?	.
CCCCSc1nc(N)c(C#N)c(-c2cccs2)c1C#N	-9%	15%	?	?	4%	?	16%	?	?
COc1ccccc1NS(=O)(=O)c1cc(N/C(=N/S(=O)(=O)c2ccccc2)c2ccc(F)cc2)ccc1Cl	2%	6%	?	-13%	.	-27%	22%	?	-10%
CNc1nnc(CSc2nc(C)cc(C)n2)s1	71%[activator]	11%	11%	-2%	-4%	-4%	5%	7%	1%
O=C(CSC1=NS(=O)(=O)c2cc(F)ccc2N1)Nc1cccc(F)c1	-5%	4%	-19%	6%	-1%	10%	-10%	-2%	-4%

High-throughput results as filed in PubChem BioAssay.
